Compound activity deposited in PubChem BioAssay by National Center for Advancing Translational Sciences (NCATS).
S-ASM inh: blocks human secretory acid sphingomyelinase; P17405; placental ASM, HMU-PC fluorogenic substrate, 60 min; Potency, µM (series often up to 57.5 µM), without a hit: at the top dose activity change, negative = inhibition, usual class: inhibitors; hit rate 0.006% among 340,000; AID 504937; also: potency is read from the fitted curve at half-maximal effect
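Steps: dispense placental human ASM, pin compound, wait 10 min at room temperature, add HMU-PC0 substrate at 9 uM final, incubate 60 min at 37 °C, add stop solution raising pH to 10, read fluorescence.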
hERG WT inh: KCNH2 (human, wildtype) channel inhibition. activity change, % at 1.84 µM. hit rate 0.37% among 340,000. Q12809. U2OS, BacMam KCNH2, thallium flux FluxOr; active compounds read low;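 active = maximum activity change below -70%; inconclusive = maximum activity change between -70% and -50%; inactive = maximum activity change above -50%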; also: % is scaled to controls: 0 for no effect and ±100 for the full control effect
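U2OS cells transduced with wild-type KCNH2 virus are loaded with FluxOr dye for 45 min, and thallium flux is measured in kinetic reads before and after stimulation buffer. Rate constants are normalized to DMSO controls.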
USP2a block: inhibitors of human ubiquitin-specific protease USP2a | USP2 core, Ub-CHOP2 coupled fluorogenic reporter, 485/531 | Potency, µM (top dose mostly 38.3 µM), inactives show at the highest dose activity change, negative = inhibition, usual class: inhibitors | hit rate 0.01% among 330,000 | O75604;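 also: potency is read from the fitted curve at half-maximal effect; plate controls were DMSO wells for no effect and full inhibition by NEM control for full effect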
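Deubiquitinase activity read as fluorescence (485/531 nm) after Ub-CHOP2 cleavage activates the enterokinase reporter on its substrate; USP2 core 10nM, Ub-CHOP2 and substrate 25nM each, 30min compound preincubation then 60min RT; data normalized to NEM, curves fitted.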
TSHR antagonist: antagonists of human thyroid stimulating hormone receptor | TSHR-expressing cells, TSH-stimulated cAMP HTRF, 2 h; active compounds read low | activity change, negative = inhibition, % at 11.5 µM | hit rate 0.2% among 330,000 | AID 504810;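 active = activity change below a set negative limit, meaning inhibition stronger than a set level, cut at about -70% in these data; inconclusive = activity change between two set negative limits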; also: % is scaled to controls: 0 for no effect and ±100 for the full control effect
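Freshly harvested TSHR cells receive pin-tooled compound, then EC80 TSH at 4nM final. After 2 hours at 37 deg C, antibody in lysis buffer and cAMP-d2 are added; 30 minutes at ambient temperature precede the HTRF read.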
Eya2 inh: inhibitors of human Eya2 phosphatase activity; Potency, µM (doses to about 76.9 µM), for the others: at the highest dose activity, negative = inhibition, most hits filed as inhibitors; hit rate 0.006% among 330,000; O00167; recombinant Eya2, OMFP fluorescence dephosphorylation (OMFP is methylfluorescein phosphate); also: potency is read from the fitted curve at half-maximal effect; % is scaled to controls: 0 for no effect and ±100 for the full control effect
Target sequence (O00167 whole entry, looked up): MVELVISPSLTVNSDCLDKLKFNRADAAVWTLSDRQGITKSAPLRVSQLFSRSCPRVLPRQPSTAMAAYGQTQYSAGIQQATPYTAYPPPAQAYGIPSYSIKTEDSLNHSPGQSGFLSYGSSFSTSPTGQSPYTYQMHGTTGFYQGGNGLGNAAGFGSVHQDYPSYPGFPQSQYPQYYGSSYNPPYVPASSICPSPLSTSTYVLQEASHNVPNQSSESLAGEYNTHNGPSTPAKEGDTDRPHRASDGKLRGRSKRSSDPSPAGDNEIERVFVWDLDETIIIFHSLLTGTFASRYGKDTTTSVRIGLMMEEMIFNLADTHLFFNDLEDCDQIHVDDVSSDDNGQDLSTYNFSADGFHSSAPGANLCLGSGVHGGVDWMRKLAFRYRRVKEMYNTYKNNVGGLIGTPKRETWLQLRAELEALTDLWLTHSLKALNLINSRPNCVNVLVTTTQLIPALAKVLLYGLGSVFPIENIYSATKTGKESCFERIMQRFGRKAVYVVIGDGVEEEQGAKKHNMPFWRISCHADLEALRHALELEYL
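Eya2 (0.2 uM) preincubated 10 min at ambient with compound, then OMFP substrate added at 50 uM; 10 min reaction in 50 mM HEPES pH 7.5, 50 mM NaCl, 5 uM MgCl2, 0.05% BSA, 1 mM DTT. Fluorescence read at Ex 485/Em 525 nm.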
Menin MLL FP TR: inhibitors of human menin-MLL interaction, mutant MLL peptide | O00255 | Menin + Texas Red MLL mutant peptide, fluorescence polarization | Potency, µM (titrated, usually from 61.6 µM), for the others: at the top dose FP activity change, negative = inhibition, usual class: inhibitors | hit rate 0.23% among 270,000; active = well fitted inhibition curve with a large enough effect in the polarisation, with a control signal flat, not every such curve was filed as active; inconclusive = small, poorly fitted or top-dose-only effect, or effect the other way, or a change in a side signal; inactive = no such curve, though single readings can be large or run the other way; the % refers to the polarisation; also: potency is read from the fitted curve at half-maximal effect; % of control where 0% means no effect; many of its hits are not listed in these tables
MBNL1 CUG block: MBNL1-poly(CUG) RNA binding inhibition; TR-FRET MBNL1-His/biotin-(CUG)12 binding, 665/545 ratio; Q9NR56; Potency, µM (doses to about 57.5 µM), for inactives: top-dose activity change, negative = inhibition, actives largely listed as inhibitors; hit rate 0.036% among 280,000; active = well fitted inhibition curve with a large enough effect in the signal ratio, with a control signal flat, not every such curve was filed as active; inconclusive = small, poorly fitted or top-dose-only effect, or effect the other way, or a change in a side signal; inactive = no such curve, though single readings can be large or run the other way; the % refers to the signal ratio; also: potency is read from the fitted curve at half-maximal effect; % is scaled to controls: 0 for no effect and ±100 for the full control effect
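His-tagged MBNL1 binding to biotinylated (CUG)12 RNA was measured by TR-FRET using terbium anti-His antibody (0.055 ng/ul final) and streptavidin-XL665 (5 nM final). Compounds were titrated 92 nM to 58 uM; 60 min at room temperature.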
Mito fusion act: inhibitors of mitochondrial division or activators of mitochondrial fusion; S. cerevisiae fusion-defective mutant growth rescue, CellTiterGlo 48 h; Potency, µM (top dose mostly 46.1 µM), for the others: at the top dose growth rescue (activation), most hits filed as activators; hit rate 0.23% among 320,000; AID 485298;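 also: potency is read from the fitted curve at half-maximal effect; % of control where 0% means no effect; nearly all actives have a fitted effect of over 45% in size; temperature-sensitive fusion mutants such as fzo1-1 at 37 °C on non-fermentable ethanol glycerol medium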
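Growth-rescue viability read-out: after 48 h at the non-permissive 37C in glycerol/ethanol YPEG, yeast mitochondrial fusion mutants are measured by CellTiterGlo luminescence; compounds (23 nl pinned per well) restoring growth score as division inhibitors or fusion activators.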
Chronic BCR inh: blocks chronic active B-cell receptor signaling. ABC-DLBCL IkBa-CBG/CBR reporter, luminescence ratio, 4 h. Potency, µM (titrated, usually from 46.1 µM), for inactives: at the top dose ratio change, negative = lower green/red ratio, most hits filed as inhibitors. hit rate 0.05% among 340,000; active = well fitted inhibition curve with a large enough effect in the signal ratio, with a control signal flat, not every such curve was filed as active; inconclusive = small, poorly fitted or top-dose-only effect, or effect the other way, or a change in a side signal; the % refers to the signal ratio;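 also: potency is read from the fitted curve at half-maximal effect; plate controls were basal doxycycline-induced cells for no effect and cells given 10 µM MG132 for full effect; MG132 reads +100%, hits lower the ratio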
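Concentration-response series (up to 46 uM) were applied to TMD8 dual-reporter cells for 4 h at 37C with doxycycline. Green/red ratio, after filter-overlap correction, defined %Activity; red signal alone was normalised to basal cells and zero luminescence.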
PKM2 activator: increases activity of human pyruvate kinase M2. purified PKM2, Kinase-Glo ATP luminescence, activation; response scale: 0% is enzyme alone, no compound. hit rate 0.34% among 260,000. AID 1631. Potency, µM (series often up to 57.5 µM), without a hit: at the top dose activation, most hits filed as activators. P14618; also: potency is read from the fitted curve at half-maximal effect; % is scaled to controls: 0 for no effect and ±100 for the full control effect; nearly all actives have a fitted effect of over 55% in size
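ATP formation by purified human PK-M2, quantified via coupled luciferase luminescence after 1 h at room temperature with 0.1 mM ADP and 0.5 mM PEP final.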
GALK inhibitor: galactokinase (human) inhibition; hit rate 0.007% among 270,000; Potency, µM (doses to about 57.5 µM), without a hit: at the highest dose activity change, negative = inhibition, most hits filed as inhibitors; Purified GALK, Kinase-Glo residual ATP luminescence; P51570; also: potency is read from the fitted curve at half-maximal effect; % is scaled to controls: 0 for no effect and ±100 for the full control effect
Target sequence (P51570 whole entry, looked up): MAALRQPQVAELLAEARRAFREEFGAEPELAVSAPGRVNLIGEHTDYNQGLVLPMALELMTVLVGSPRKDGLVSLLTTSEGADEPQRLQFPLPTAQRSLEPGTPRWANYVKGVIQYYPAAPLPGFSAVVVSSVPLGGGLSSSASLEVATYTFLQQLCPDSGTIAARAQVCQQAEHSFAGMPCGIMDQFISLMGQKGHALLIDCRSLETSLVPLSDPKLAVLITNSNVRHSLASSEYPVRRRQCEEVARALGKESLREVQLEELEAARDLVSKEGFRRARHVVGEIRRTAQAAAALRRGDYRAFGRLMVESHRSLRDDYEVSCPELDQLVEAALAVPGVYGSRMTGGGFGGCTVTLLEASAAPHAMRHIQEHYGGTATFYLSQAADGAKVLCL
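Luminescence from leftover ATP (Ultra-Glo luciferase/luciferin) served as read-out after a 1 h room-temperature reaction of 5 nM GALK with 35 uM ATP and 100 uM galactose.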
* hit, by the source's call; ? = inconclusive; . = no result given; & = joins results of further samples; [ ] = another dose, or the depositor's remark. Unless noted, calls follow the shape of the dose curve; as a rule, active = well fitted curve in the direction sought with a large enough effect; inconclusive = small, poorly fitted or top-dose-only effect, or another doubt; inactive = no such curve, though single readings can be large; an effect the other way counts as inactive or inconclusive. These rows are one share of the data; count on the stated rates, not on these rows.

SMILES	S-ASM inh	hERG WT inh	USP2a block	TSHR antagonist	Eya2 inh	Menin MLL FP TR	MBNL1 CUG block	Mito fusion act	Chronic BCR inh	PKM2 activator	GALK inhibitor
CCn1c(O)c(C=Nc2ccccc2)oc1=S	24.7%	2.5	-1.5%	-5.2	22.6%	-8.8%	11.3%	0.9%	?	6.5%	4.9%
CCc1cccc(NC(=O)COC(=O)/C=C/c2cccs2)c1	-5.4%	-0.2	-0.9%	-14.2	18.5%	.	.	?	1.4%	.	.
CC(NC(=O)CSc1ncn[nH]1)c1ccc(Cl)cc1Cl (stereo not drawn)	-3.1%	0.8	3.0%	-1.0	-7.4%	0.9%	3.1%	-8.2%	-9.3%	0.9%	-1.9%
Cc1ccc(NC(=O)c2cc(=O)c3ccccc3o2)cc1S(=O)(=O)N1CCCCC1	-17.2%	3.3	-1.9%	-17.3	-14.8%	?	?	2.1%	?	11.4%	-1.5%
CN(C)S(=O)(=O)c1cccc(NC(=S)NCCc2ccccn2)c1	-0.8%	.	-1.1%	0.0	-8.0%	-10.3%	-1.0%	-5.0%	-1.2%	-0.9%	-1.1%
CCOC(=O)c1sc(NC(=O)c2ccc(=O)[nH]c2)nc1C	18.1%	2.3	-1.2%	29.7	9.1%	2.7%	11.2%	5.6%	?	-0.2%	-1.6%
CCc1ccc(NS(=O)(=O)c2c(C(=O)N3CCCCCC3)c(C)n(C)c2C)cc1	1.8%	-2.8	0.8%	-8.4	-10.6%	-18.4%	-4.1%	2.9%	-0.3%	.	-4.3%
CCOC(=O)c1nnn(-c2nonc2-n2cccc2)c1CN1CCOCC1	0.2%	.	-1.2%	-26.4	4.0%	?	-0.5%	2.0%	3.7%	0.1%	-0.6%
CCc1ccccc1NC(=O)CN(C)Cc1c(O)ccc2ccccc12	21.2%	-17.7	2.1%	3.9	3.9%	19.3%	2.3%	0.2%	0.0%	15.8%	14.5%
O=C(/C=C/c1ccc(Cl)cc1Cl)NCc1ccncc1	-0.4%	6.0	-4.1%	-22.7	-28.2%	8.7%	?	6.5%	2.8%	4.7%	1.0%
Cc1ccc(N2CCN(C(=S)Nc3ccc(Cl)cc3)CC2)cc1	2.0%	-0.3	0.6%	14.7	5.2%	10.8%	3.6%	-1.4%	6.9%	0.8%	0.0%
CCOC(=O)C1=C(CN2CCCCC2)NC(=O)NC1c1cc(C)ccc1C (stereo not drawn)	4.5%	12.9	-2.1%	16.1	-9.4%	?	-2.0%	-5.1%	?	-13.1%	2.1%
COC(=O)[C@@]1(Cc2ccc(OC)cc2)[C@H]2c3cc(C(=O)N(C)C)n(CCc4ccc(OC)c(Br)c4)c3C[C@H]2CN1C(=O)c1ccccc1	.	.	-2.0%	-9.0	-10.3%	-6.3%&1.1%	5.8%	?	-5.2%	-1.1%&1.4%	.
O=C1CCN(N=Nc2cccc(Cl)c2)N1	.	.	2.4%	-3.1	-1.1%	20.1%	0.7%	-4.2%	?	-1.3%	-2.3%
COCCn1c(SCC(=O)NC2CCCC2)nnc1C(C)C	2.6%	-7.1	-0.5%	3.0	14.2%	-8.5%	-2.5%	-2.5%	-3.3%	5.6%	-3.1%
CCOC(=O)CSc1nc2sc(C)c(C)c2c(=O)n1C	-2.7%	-14.2	2.3%	-6.8	-4.4%	13.6%	-11.0%	0.7%	-3.8%	-7.2%	-1.1%
COc1cc(C2N(c3ccccc3)CCN2c2ccccc2)ccc1OC(C)=O	-2.7%	-6.6	-7.4%	23.5	-4.9%	-7.2%	-10.0%	-1.8%	1.1%	10.7%	6.0%
CC1=NN(C(N)=S)C(=O)C1N=Nc1ccc(S(N)(=O)=O)cc1 (stereo not drawn)	-3.3%	10.6	-0.3%	-0.1	4.3%	-10.9%	?	-0.6%	9.5%	-0.6%	1.0%
CCOc1c(Br)cc(CNc2ncn[nH]2)cc1OC	0.8%	-15.0	1.8%	-6.7	9.0%	0.6%	8.9%	-2.0%	-0.4%	2.3%	-0.8%
O=C1NC(c2ccccc2)=CC(c2ccccc2)N1 (stereo not drawn)	1.7%	-7.5	1.3%	4.7	4.3%	1.6%	-5.0%	-2.1%	0.0%	-9.8%	3.6%
Cc1cc(N=Cc2c(O)n(-c3ccc4c(c3)OCO4)c(=O)c3ccccc23)ccn1	-1.6%	-0.9	-0.2%	10.3	-2.8%	40.1%[activator]	?	2.8%	4.7%	1.4%	3.3%
O=C(Nc1cccc(-c2cnc3ccccc3n2)c1)c1ccncc1	-1.7%	-8.9	2.8%	1.7	-5.5%	19.8%	?	0.1%	7.5%	-0.1%	1.3%
CCN1CCCc2cc(CN(CCN3CCOCC3)C(=S)Nc3ccc(OC)c(OC)c3)ccc21	-1.4%	-6.9	3.8%	-4.5	4.9%	?	-10.7%	-11.2%	7.1%	-4.5%	1.3%
CC(C)(C)NC(=O)COC(=O)c1ccc(Cl)cc1O	-2.8%	4.9	2.3%	-0.8	-1.8%	11.0%	12.9%	1.3%	?	8.0%	-1.5%
COc1ccc(NS(=O)(=O)c2cccc(C(=O)NCc3ccco3)c2)cc1	-0.5%	-5.9	0.4%	4.8	12.8%	.	.	-3.5%	-1.2%	.	.
NS(=O)(=O)c1ccc(CCNC(=O)COC(=O)c2cc([N+](=O)[O-])ccc2N2CCOCC2)cc1	-1.3%	2.3	0.7%	-2.7	-30.3%	.	.	-2.9%	-12.0%	.	.
CCOC(=O)c1n[nH]n2c1nc(=S)c1ccccc12	6.6%	-3.8	-0.1%	-6.4	6.4%	?	32.6%[activator]	14.1µM*	?	.	-2.3%
COCCNC(=O)CN(Cc1cccs1)C(=O)CCC(=O)Nc1nccs1	11.0%	-3.0	0.9%	7.6	-3.6%	-4.7%	-0.4%	9.4%	-16.9%	0.8%	-0.3%
CCn1cc(C(=O)NCCCN(CC(C)C)CC(C)C)c(=O)c2cc(S(=O)(=O)N(C)C3CCCCC3)ccc21	3.8%	-10.0	2.5%	-7.7	-10.8%	-5.1%	2.6%	-4.8%	11.3%	.	-0.7%
COc1ccc(C2=CC(c3ccc(OC)c(OC)c3)NC(=S)N2)cc1 (stereo not drawn)	3.3%	1.9	1.1%	-9.4	10.8%	-5.0%	43.9%[activator]	-7.0%	0.8%	2.8%	-0.6%
CCOc1cccc(/C(O)=C2/C(=O)C(=O)N(Cc3cccnc3)C2c2ccco2)c1 (stereo not drawn)	2.3%	3.6	1.5%	-9.5	-2.4%	?	7.5%	-3.3%	-21.1%	6.9%	-3.4%
NC(=O)N(N)c1nc(N2CCCC2)nc(N2CCCC2)n1	2.5%	1.7	-0.3%	-8.1	15.6%	.	.	3.1%	2.1%	.	.
CCOC(=O)C1CCN(C(=O)COC(=O)c2cc(-c3cccs3)nn2-c2ccccc2)CC1	0.3%	2.9	-1.9%	-12.4	19.8%	.	.	9.7%	0.4%	.	.
COc1ccc(Cc2nnc(N)s2)cc1	3.2%	-5.4	-0.7%	33.3	0.7%	-21.5%	-14.7%	-0.8%	-0.6%	-11.5%	-1.8%
COC(=O)CC(NC(=O)Nc1ccccc1F)c1ccc2c(c1)OCO2 (stereo not drawn)	2.9%	-13.0	1.1%	6.7	-0.1%	22.0%	1.4%	3.8%	-9.4%	.	.
CCc1ccc(NC(=S)NC(=O)CC(C)C)cc1	-3.9%	9.6	1.3%	-3.3	-7.9%	-10.3%	-25.5%	11.5%	?	0.1%	1.3%
O=C(OCCOc1ccc(Br)cc1)c1cnccn1	0.3%	5.1	2.0%	6.9	2.3%	-18.0%	-2.0%	3.6%	?	-0.4%	-4.9%
O=C(CN1C(=O)CSc2ccccc21)Nc1ccc2c(c1)OCCO2	-0.2%	-3.4	1.2%	5.7	-39.5%	-0.3%	-3.5%	-1.9%	?	4.2%	1.4%
Cc1c(C(=O)N2CCOCC2)sc2ncn(CC(=O)N3CCC(C)CC3)c(=O)c12	1.6%	-5.7	3.1%	3.2	4.5%	8.3%	0.9%	-2.6%	-10.3%	-2.2%	0.2%
O=C(CCc1ccccc1)NCCSCc1c(F)cccc1Cl	6.3%	-25.0	1.0%	-10.8	0.1%	-21.1%	?	1.3%	0.8%	2.3%	2.1%
